Screening data deposited in PubChem by several laboratories.
RGS4-Gao reg – modulates binding of RGS4 to human Galphao | hit rate 0.33% among 220,000 | Multiplexed bead flow cytometry; actives lie on both sides | AID 1415 | P09471 | binding response (% of control), % at 10 µM; in the data active = binding response below about 49% or above about 150%; inactive = in between;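 also: fluorescent Galphao activated with aluminum fluoride binding bead-coupled RGS4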
RGS7-Gao – modulates binding of RGS7 to human Galphao | Multiplexed bead flow cytometry; actives lie on both sides | binding response (% of control), % at 10 µM | hit rate 0.35% among 220,000; in the data active = binding response below about 49% or above about 150%; inconclusive = no clear call, values can overlap the other calls; inactive = in between;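 also: fluorescent Galphao held in activated GDP-AlF4 state binding bead-coupled RGS7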
GSH bead fluor – compound fluoresces at 488/530 nm on GSH beads. fluorescence (KMESF) at 10 µM. AID 1776. GSH beads flow cytometry, compound fluorescence 488/530 nm; active compounds read high. hit rate 0.25% among 190,000; in the data active = fluorescence above about 89;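 also: glutathione beads carrying GST-tagged Bcl family fusion proteins plus one bare bead set; values are compound well signal with DMSO vehicle wells as background; inactives centre near 16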
Bim-Bcl-W – disrupts Bim peptide binding to human Bcl-W; bead-based flow cytometry; inhibition, % at 10 µM; hit rate 0.02% among 190,000; AID 952;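 also: 0% = bound tracer without compound and 100% = peptide blocker; higher means less fluorescent Bim peptide bound to Bcl-W beads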
Target sequence (Q92843 whole entry, looked up): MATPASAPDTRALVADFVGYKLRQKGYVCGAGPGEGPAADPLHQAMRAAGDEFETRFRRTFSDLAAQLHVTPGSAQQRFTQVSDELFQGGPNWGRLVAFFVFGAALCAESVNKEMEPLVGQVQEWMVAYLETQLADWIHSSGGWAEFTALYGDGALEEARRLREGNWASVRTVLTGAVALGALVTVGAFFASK
Bcl-2 Bim block – human Bim-Bcl-2 interaction inhibition; inhibition, % at 10 µM; hit rate 0.06% among 190,000; AID 950; Bead-based flow cytometry, Bim peptide-Bcl-2 binding; P10415; in the data active = inhibition above about 40%; inconclusive = no clear call, values can overlap the other calls;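 also: 0% = no compound wells with probe peptide and 100% = reference peptide inhibitor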
Target sequence (P10415 whole entry, looked up): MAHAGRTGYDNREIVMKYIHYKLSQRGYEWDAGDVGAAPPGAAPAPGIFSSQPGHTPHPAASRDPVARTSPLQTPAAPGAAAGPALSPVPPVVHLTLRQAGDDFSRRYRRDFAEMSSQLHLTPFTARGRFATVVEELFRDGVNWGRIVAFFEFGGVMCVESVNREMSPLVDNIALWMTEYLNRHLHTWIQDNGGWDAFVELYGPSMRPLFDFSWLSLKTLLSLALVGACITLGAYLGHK
Mcl1-Bid inh – Mcl-1/Bid interaction inhibition. Q07820. TR-FRET Mcl-1/Bid-Dy647 peptide binding, 1536-well. inhibition, % at 21.7 µM. hit rate 0.97% among 220,000;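 active = compounds that cut the binding signal by more than half at the single screening dose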;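 also: His-tagged Mcl-1 with europium anti-His antibody binding Bid BH3 peptide; 0% = Mcl-1 plus peptide wells and 100% = peptide-only wells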
Target sequence (Q07820 whole entry, looked up): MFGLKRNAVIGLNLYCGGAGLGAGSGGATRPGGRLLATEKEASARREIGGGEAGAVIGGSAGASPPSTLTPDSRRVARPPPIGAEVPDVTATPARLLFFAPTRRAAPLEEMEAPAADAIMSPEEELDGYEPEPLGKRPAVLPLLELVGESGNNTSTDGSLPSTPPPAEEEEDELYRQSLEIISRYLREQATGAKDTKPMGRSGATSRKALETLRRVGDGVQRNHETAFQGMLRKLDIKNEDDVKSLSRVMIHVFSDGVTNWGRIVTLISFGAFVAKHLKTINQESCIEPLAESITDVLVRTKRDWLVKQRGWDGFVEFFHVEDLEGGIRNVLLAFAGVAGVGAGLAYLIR
Bim-Mcl-1 – inhibitors of Bim-Mcl-1 interaction, human; Q07820; Bead-based flow cytometry, Bim peptide-Mcl-1 binding; inhibition, % at 10 µM; hit rate 0.1% among 190,000; AID 1009;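 also: 0% = no compound tracer wells and 100% = peptide blocker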
Bcl-XL Bim block – disrupts Bim peptide binding to human Bcl-XL. inhibition, % at 10 µM. bead flow cytometry, fluorescence. Q07817. hit rate 0.04% among 190,000. AID 1007
Bfl-1 Bim block – disrupts Bim binding to human Bfl-1 | Q16548 | Bead-based flow cytometry, Bim-Bfl-1 binding inhibition | inhibition, % at 10 µM | hit rate 0.12% among 190,000;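 also: 0% = wells without compound plus tracer and 100% = blocker peptide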
RGS8-Gao – human RGS8-Galphao interaction regulation; P09471; multiplexed bead flow cytometry, RGS8-Galphao binding; actives lie on both sides; response (percent of control binding), % at 10 µM; hit rate 0.34% among 220,000; AID 1423; in the data active = response below about 60% or above about 140%; inactive = in between;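 also: Galphao activated as the GDP aluminium fluoride complex binding bead-coupled RGS8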
Bim-Bcl-B – inhibitors of Bim-Bcl-B interaction, human | hit rate 0.073% among 190,000 | inhibition, % at 10 µM | Q9HD36 | bead-based flow cytometry, Bim peptide-Bcl-B binding;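 also: 0% = tracer peptide without compound and 100% = reference inhibitor peptide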
Target sequence (Q9HD36 whole entry, looked up): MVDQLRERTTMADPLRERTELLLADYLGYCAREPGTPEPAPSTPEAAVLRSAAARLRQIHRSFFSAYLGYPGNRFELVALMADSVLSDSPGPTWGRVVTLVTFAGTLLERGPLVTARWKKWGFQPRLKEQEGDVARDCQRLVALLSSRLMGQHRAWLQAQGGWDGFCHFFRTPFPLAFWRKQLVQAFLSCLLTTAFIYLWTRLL
Active calls of the source: *; ? = inconclusive. Rule as the data show it, unless noted: active = inhibition above about 40%.

SMILES	RGS4-Gao reg	RGS7-Gao	GSH bead fluor	Bim-Bcl-W	Bcl-2 Bim block	Mcl1-Bid inh	Bim-Mcl-1	Bcl-XL Bim block	Bfl-1 Bim block	RGS8-Gao	Bim-Bcl-B
O=C(CN1CCCC1=O)N1CCOCC1	99	102	34	2	-8	-28	0	-7	-10	99	-6
COCCCn1c(-c2ccc(OC)cc2)cc(C(=O)NC2CCCCCCC2)c1C	102	101	5	-2	-1	-33	-4	-6	-1	104	-6
CCC(=NCCC(c1ccccc1)c1ccccc1)c1c(O)[nH]c(=O)[nH]c1=O	100	95	3	-1	-3	-22	-2	-4	3	102	-9
COc1ccc(OC)c(N2C(=O)NC(=O)C3(Cc4cc(C)ccc4N(C)C3)C2=O)c1 (stereo not given)	102	100	9	0	1	-63	0	0	-1	99	-4
CCC(C)N1CCN(C(=O)Cc2ccccc2)CC1 (stereo not given)	98	97	14	2	-5	29	0	-3	-13	100	-5
O=C(c1ccc2c(c1)ncn2-c1ccc(F)cc1F)N1CCC2(CC1)OCCO2	101	103	14	-4	-2	-1	0	0	-3	103	-5
CC(C)C(C)(NC(=O)c1cccn(Cc2ccc3c(c2)OC(F)(F)O3)c1=O)C(N)=O (stereo not given)	101	102	13	0	-3	-23	0	-1	-6	102	-3
O=C(N/N=C/c1c(O)n(-c2ccccc2)c(=O)[nH]c1=O)c1ccncc1	103	105	21	0	-3	-31	1	-3	-3	103	-4
Cc1ccc(CN(Cc2ccccc2)C(=S)NCC(=O)N2CCC3(CC2)OCCO3)o1	101	102	13	0	3	-34	2	-1	2	107	-3
CC12CN3CN(C1)CC(C)(C3)C2=NO	103	104	8	-3	-3	-20	-3	-4	-1	106	-2
CNCCc1c(C)n[nH]c1C	99	105	6	0	-1	-8	-2	-1	-3	100	-2
CC1=NOC2(C)Nc3ncnn3C(c3ccccc3)C12 (stereo not given)	101	102	18	1	-2	-5	-1	-1	-1	101	-2
CCC(=O)O[C@@H]1[C@@H](OC(C)=O)[C@@]2(O)C(C[C@H](O)C2(C)C)[C@](C)(O)[C@H]2CC[C@@H]3[C@@H](O)[C@]12C[C@@]3(C)O (stereo not given in full)	103	99	18	-1	0	1	-2	-3	-1	100	-5
Cc1ccc(C(C)C)c(OCC(=O)N2CCN(Cc3nc4cc([N+](=O)[O-])ccc4n3C)CC2)c1	99	103	11	-1	-4	-1	-1	-2	-7	110	-1
O=C1CCCN1c1ccc(S(=O)(=O)O)cc1 (tested in a mixture with another compound)	102	102	17	-6	-7	-4	-4	-8	-15	102	-8
COc1ccc(N/N=C/c2c(O)n(-c3ccc(C)c(C)c3)c(=O)[nH]c2=O)cc1	100	98	20	0	0	-1	27	-2	0	100	-2
O=C(c1cc2cc3ccc(Cl)cc3nc2o1)N1CCC2(CC1)OCCO2	104	102	27	-2	-12	-10	-3	-7	-16	106	-10
Cc1sc(-n2c(C)cc(C=C3C(=O)NC(=O)NC3=O)c2C)c(C#N)c1C	93	95	9	-3	2	-7	-3	-3	0	98	-3
CC(C)NCC(O)c1ccc(C2CCCC2)cc1 (stereo not given)	103	102	6	-3	-4	-7	-8	-6	-2	104	-6
CSc1ccc(C(c2c(O)c3ccccc3oc2=O)c2c(C)n(C)n(-c3ccccc3)c2=O)cc1 (stereo not given)	97	93	21	-1	-2	-25	0	-2	-6	96	-1
Clc1cccc(Cl)c1CN1CCN(c2ccccc2)CC1	92	99	14	-3	-1	-37	0	-1	-1	96	0
CCOc1cccc(CNC2CN3CCC2CC3)c1 (stereo not given)	100	97	39	2	-5	13	0	-18	-7	98	-4
CCOC(=O)c1c(C)n(Cc2ccc3c(c2)OCO3)c2ccc(O)cc12	94	92	249*	0	-10	-40	1	-10	0	97	-9
N#CC1(c2ccccc2)CCN(C2CC(=O)N(c3cccc(F)c3)C2=O)CC1 (stereo not given)	100	100	16	-1	-1	-50	1	0	-6	101	-3
CN1CCN(Cc2cn3cccnc3n2)CC1	101	100	17	-2	-5	-9	-4	-4	-7	99	-4
CCC(=O)c1cn(Cc2ccc(C#N)cc2)c2ccccc12	107	103	39	0	-7	11	3	0	-12	107	-4
O=C(c1ccc(Cl)cc1)C1CCCN(Cc2ccc3c(c2)OCCO3)C1 (stereo not given)	102	98	53	-5	-6	1	-1	-3	-14	101	-5
Cc1ccc2c(c1)C1CN(C)CCC1N2C(=O)COc1ccc(S(=O)(=O)N2CCOCC2)cc1 (stereo not given)	100	97	58	1	-4	-20	-1	-7	-4	102	-6
O=C(c1ccc2c(=O)n(Cc3ccc4c(c3)OCO4)c(=S)[nH]c2c1)N1CCC2(CC1)OCCO2	101	100	31	-5	-14	-31	-7	-13	-21	101	-16
CCOC(=O)Cn1cc([N+](=O)[O-])nc1[N+](=O)[O-]	101	103	7	5	1	-12	5	-1	-7	101	-5
CCOc1ccc2[nH]c(=O)c(CN(CCO)C3(c4nnnn4C4CCCCC4)CCCCC3)cc2c1	100	99	17	0	-1	4	-1	-1	1	99	-2
O=Cc1cn(Cc2ccccc2F)c2ccccc12	105	102	21	-2	0	-23	0	-4	-2	101	0
Cc1cccc(CN2CCCC(C(=O)c3ccc4c(c3)OCO4)C2)n1 (stereo not given)	92	102	11	-4	-2	1	-4	-4	-6	93	-2
CCn1c(O)c(C=NCc2ccccc2)c(=O)[nH]c1=S	101	100	12	-2	-1	-20	0	-1	-5	101	-1
O=c1[nH]c(=O)n(Cc2ccccc2Cl)c(O)c1/C=C1/C=CC=N1	95	98	15	1	0	-41	-3	-1	4	99	-1
O=c1[nH]c(=O)n(-c2ccccc2Cl)c(O)c1C=NCCN1CCCCC1	101	99	35	-1	-13	-26	-6	-12	-15	100	-11
Cc1ccc(OP(=O)(NCc2ccccc2)Oc2ccc(C)cc2)cc1	95	94	10	-3	-7	7	-3	-8	-7	98	-9
COC(=O)C(O)(c1c[nH]c2ccccc12)C(F)(F)F (stereo not given)	102	102	18	0	-1	-10	-1	-2	-1	100	-2
O=C(COc1ccc(Br)cc1)N1CCN(Cc2c[nH]c3ccccc23)CC1	89	89	31	0	-10	50	0	-1	-12	102	-5
NCCc1ccc(S(N)(=O)=O)cc1	102	?	15	-4	-4	-12	-3	-4	-5	102	-9
COc1cc(C(=O)Nc2ccc(Br)cc2C(=O)c2ccccc2)cc(OC)c1OC	98	100	37	-1	-8	-6	-2	-3	-13	97	-5
CCN(CC)c1ccc(C=C2C(=O)N(C)C(=S)N(C)C2=O)o1	101	93	8	0	-3	-66	-4	-3	4	102	-7
COC(=O)C(O)(c1ccc(NC(=O)c2ccco2)c(OC)c1)C(F)(F)F (stereo not given)	103	102	36	1	-9	2	-3	-5	-18	103	-5
Cc1ccc(C2(O)CC(C)N(C)CC2C)cc1 (stereo not given)	107	107	17	-3	0	-15	-1	-1	-4	121	-4
CCOC(=O)c1c(C)n(C(C)C)c2ccc(OC(=O)c3ccc(N4C(=O)CCC4=O)cc3)cc12	113	111	16	-4	-9	3	-2	-10	-8	106	-8
O=C(COc1ccc(S(=O)(=O)N2CCOCC2)cc1)N1CCN(Cc2ccc3c(c2)OCO3)CC1	102	102	15	1	-3	-17	2	-4	-11	102	-5
CSc1ccccc1C(=O)C1CCCN(Cc2ccccn2)C1 (stereo not given)	97	93	13	-5	-5	-31	-1	-6	-7	96	-11
CC(C)OC(=O)C1C2c3ccccc3C(c3ccccc32)C1C(=O)O (stereo not given)	102	100	16	-5	-4	3	-3	-4	-8	101	-6
CC1CCCCN1Cc1cccnc1 (stereo not given)	103	102	11	-3	-5	49	0	-2	-8	102	-1
O=c1c2ccccc2nc(-c2ccco2)n1-c1cccnc1	104	100	273*	0	-8	-20	-6	-13	-15	104	-4
Remaining list, next part
SMILES	RGS4-Gao reg	RGS7-Gao	GSH bead fluor	Bim-Bcl-W	Bcl-2 Bim block	Mcl1-Bid inh	Bim-Mcl-1	Bcl-XL Bim block	Bfl-1 Bim block	RGS8-Gao	Bim-Bcl-B
C(#CCN1CCOCC1)COC/C=C/c1ccccc1	86	92	23	-3	-7	-4	-1	-5	-16	95	-6
CC(Cc1cccs1)NCc1ccc(Cl)cc1 (stereo not given)	105	?	13	0	-2	-22	-1	0	-3	104	0
CCC(=NCC1CCCO1)c1c(O)n(-c2ccc(Cl)cc2)c(=O)[nH]c1=O (stereo not given)	100	100	44	3	-6	-6	0	4	-10	99	-6
Cc1ccc(C)c(CN2CCC(n3nnc4cc(F)ccc43)CC2)c1	75	73	33	0	-3	-9	-5	-4	-3	73	-1
CCOc1ccc(C2SCC(=O)Nc3c2c(C)nn3C2CCOC(C)(C)C2)cc1 (stereo not given)	95	101	40	6	-3	-34	-4	1	1	100	0
CCOC(=O)C(O)(c1ccc(N=Cc2ccccc2O)c(C)c1)C(F)(F)F (stereo not given)	96	97	12	-2	-4	-33	-5	-10	-2	78	-7
O=P(Nc1cccnc1)(Oc1ccccc1Cl)Oc1ccccc1Cl	101	101	18	-19	-12	-27	-29	-19	-8	100	-14
CCN1CCN(c2ccc(NC(C)=O)cc2Cl)CC1	99	95	18	-3	-2	-33	-1	-1	-4	102	-5
Cc1oc(-c2ccc(Cl)cc2)nc1CS(=O)CC(=O)N1CCC2(CC1)OCCO2 (stereo not given)	102	103	14	0	0	-21	-3	-1	-1	99	-2
Cc1c(C=C2C(=O)NC(=O)NC2=O)c(=O)n(-c2ccccc2)n1C	89	87	13	4	8	-16	3	4	6	72	5

Full records, looked up by structure. Screens in order: RGS4-Gao reg	RGS7-Gao	GSH bead fluor	Bim-Bcl-W	Bcl-2 Bim block	Mcl1-Bid inh	Bim-Mcl-1	Bcl-XL Bim block	Bfl-1 Bim block	RGS8-Gao	Bim-Bcl-B
`CCOc1ccc(C2SCC(=O)Nc3c2c(C)nn3C2CCOC(C)(C)C2)cc1` (stereo not given) in the list: 95	101	40	6	-3	-34	-4	1	1	100	0
`CCOC(=O)C(O)(c1ccc(N=Cc2ccccc2O)c(C)c1)C(F)(F)F` (stereo not given) in the list: 96	97	12	-2	-4	-33	-5	-10	-2	78	-7
`CCC(=NCC1CCCO1)c1c(O)n(-c2ccc(Cl)cc2)c(=O)[nH]c1=O` (stereo not given) in the list: 100	100	44	3	-6	-6	0	4	-10	99	-6

Limited to Bim-Bcl-B (three entries from above):
compound | Bim-Bcl-B
CCOc1ccc(C2SCC(=O)Nc3c2c(C)nn3C2CCOC(C)(C)C2)cc1 (stereo not given) | 0
CCOC(=O)C(O)(c1ccc(N=Cc2ccccc2O)c(C)c1)C(F)(F)F (stereo not given) | -7
O=P(Nc1cccnc1)(Oc1ccccc1Cl)Oc1ccccc1Cl | -14

Next structures follow:
SMILES	RGS4-Gao reg	RGS7-Gao	GSH bead fluor	Bim-Bcl-W	Bcl-2 Bim block	Mcl1-Bid inh	Bim-Mcl-1	Bcl-XL Bim block	Bfl-1 Bim block	RGS8-Gao	Bim-Bcl-B
COc1ccc(CN2CCN(C(=O)COc3cccc(C)c3)CC2)c(OC)c1	91	92	6	1	7	15	3	3	0	99	2
Cc1ccc(CS(=O)(=O)Cc2ccc(C(=O)N3CCC4(CC3)OCCO4)o2)cc1	99	98	29	-2	-8	-13	-3	-7	-17	101	-7
Cc1ccc(Cn2nnnc2CN2CCC(n3nnc4cc(C(F)(F)F)ccc43)CC2)cc1	107	109	16	0	-8	1	0	1	-8	101	-7
O=C(Cc1ccccc1)N1CCN(CC2CC=CCC2)CC1 (stereo not given)	95	97	14	2	-1	17	0	3	-2	107	2
COc1ccc(OCC#CCN2CCC(C)CC2)cc1	101	104	14	-1	0	5	3	0	0	103	1
COc1ccc(C(=O)C(Cc2ccccc2)N(C)C)cc1 (stereo not given)	104	105	38	-4	-5	-10	-1	-3	-3	102	-6

A portion of the library; count on the stated rates, not on these rows.
